# Cav32 inh – Cav3.2 calcium influx blockers – cell-based, Fluo-4 calcium fluorescence, FDSS, MLSMR library, primary screen | Voltage-dependent T-type calcium channel subunit alpha-1H (Homo sapiens), O95180 | Cav3.2-expressing cells; active compounds read low | B-score at 10 µM | 100,000 tested, 4% active | AID 449739, 2010;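 active = single-dose well whose peak fluorescence ratio is a statistical outlier from its plate by either plate-standardised score or position-corrected B-score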
# Target sequence (O95180 whole entry, looked up): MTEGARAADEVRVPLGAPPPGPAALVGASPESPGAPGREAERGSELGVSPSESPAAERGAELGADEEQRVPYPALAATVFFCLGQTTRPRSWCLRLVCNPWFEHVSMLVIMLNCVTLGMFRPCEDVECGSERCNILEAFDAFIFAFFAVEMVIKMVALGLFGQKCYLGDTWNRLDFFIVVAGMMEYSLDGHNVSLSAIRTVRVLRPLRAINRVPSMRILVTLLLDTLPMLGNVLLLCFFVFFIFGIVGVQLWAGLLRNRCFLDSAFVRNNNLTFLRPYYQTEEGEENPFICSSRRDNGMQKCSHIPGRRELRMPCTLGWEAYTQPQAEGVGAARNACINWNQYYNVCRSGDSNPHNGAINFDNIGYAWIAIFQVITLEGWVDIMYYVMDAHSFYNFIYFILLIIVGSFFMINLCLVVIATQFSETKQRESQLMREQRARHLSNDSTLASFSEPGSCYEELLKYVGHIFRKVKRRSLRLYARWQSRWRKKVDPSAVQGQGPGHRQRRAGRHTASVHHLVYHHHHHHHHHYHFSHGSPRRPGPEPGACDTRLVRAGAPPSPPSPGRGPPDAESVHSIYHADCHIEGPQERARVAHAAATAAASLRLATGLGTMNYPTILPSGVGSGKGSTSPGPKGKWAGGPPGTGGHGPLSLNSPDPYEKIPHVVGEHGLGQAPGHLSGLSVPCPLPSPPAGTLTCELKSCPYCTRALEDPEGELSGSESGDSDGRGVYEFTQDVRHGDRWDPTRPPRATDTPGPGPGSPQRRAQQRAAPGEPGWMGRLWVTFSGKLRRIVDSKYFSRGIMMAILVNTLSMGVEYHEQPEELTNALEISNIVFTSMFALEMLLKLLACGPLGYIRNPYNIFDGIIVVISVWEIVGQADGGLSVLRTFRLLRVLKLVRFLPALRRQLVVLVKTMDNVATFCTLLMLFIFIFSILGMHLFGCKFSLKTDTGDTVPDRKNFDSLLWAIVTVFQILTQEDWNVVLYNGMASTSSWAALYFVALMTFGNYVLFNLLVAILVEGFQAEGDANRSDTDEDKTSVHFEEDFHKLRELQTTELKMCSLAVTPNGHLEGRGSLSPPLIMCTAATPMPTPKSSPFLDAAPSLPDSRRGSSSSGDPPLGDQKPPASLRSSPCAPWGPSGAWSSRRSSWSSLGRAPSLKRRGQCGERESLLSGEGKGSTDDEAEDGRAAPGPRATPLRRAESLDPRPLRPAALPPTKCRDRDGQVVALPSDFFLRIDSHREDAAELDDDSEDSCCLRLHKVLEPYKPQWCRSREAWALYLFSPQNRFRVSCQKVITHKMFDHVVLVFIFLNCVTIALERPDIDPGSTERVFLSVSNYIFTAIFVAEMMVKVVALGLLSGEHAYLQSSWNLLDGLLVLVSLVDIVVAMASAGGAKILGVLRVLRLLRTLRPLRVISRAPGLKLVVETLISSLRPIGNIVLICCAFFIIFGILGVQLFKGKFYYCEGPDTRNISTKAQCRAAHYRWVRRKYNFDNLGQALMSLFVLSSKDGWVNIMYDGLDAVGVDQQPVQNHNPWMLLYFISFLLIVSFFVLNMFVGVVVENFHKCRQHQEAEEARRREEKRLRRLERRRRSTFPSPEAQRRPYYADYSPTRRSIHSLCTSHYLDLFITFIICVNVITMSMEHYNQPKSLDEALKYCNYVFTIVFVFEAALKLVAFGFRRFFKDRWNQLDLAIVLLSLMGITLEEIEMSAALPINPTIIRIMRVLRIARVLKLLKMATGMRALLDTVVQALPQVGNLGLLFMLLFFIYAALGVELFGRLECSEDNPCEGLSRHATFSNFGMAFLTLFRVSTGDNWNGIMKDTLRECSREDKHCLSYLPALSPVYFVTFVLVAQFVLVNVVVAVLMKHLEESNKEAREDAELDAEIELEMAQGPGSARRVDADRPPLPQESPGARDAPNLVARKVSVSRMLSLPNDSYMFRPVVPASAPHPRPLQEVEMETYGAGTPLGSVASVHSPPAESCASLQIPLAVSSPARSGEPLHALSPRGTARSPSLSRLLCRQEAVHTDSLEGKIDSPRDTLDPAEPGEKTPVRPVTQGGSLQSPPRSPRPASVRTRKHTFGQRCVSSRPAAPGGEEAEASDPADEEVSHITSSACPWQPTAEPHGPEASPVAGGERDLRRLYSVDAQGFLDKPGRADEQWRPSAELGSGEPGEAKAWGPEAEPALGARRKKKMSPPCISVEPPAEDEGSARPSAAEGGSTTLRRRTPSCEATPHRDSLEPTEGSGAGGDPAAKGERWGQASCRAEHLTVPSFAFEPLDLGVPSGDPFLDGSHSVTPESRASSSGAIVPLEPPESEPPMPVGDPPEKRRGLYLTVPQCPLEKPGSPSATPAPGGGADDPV
# Active calls of the source: *. The list is partial, so the mix of outcomes need not match the whole.
molecule	Cav32 inh
Cc1ccc(S(=O)(=O)NCC(=O)N2CCCC2)cc1	-1.2
CN(/C=C/C(=O)C(F)(F)F)Cc1ccccc1	0.23
CCc1nnc(NC(=O)C2Cc3ccccc3CN2S(=O)(=O)c2ccc(C)cc2)s1 (stereo unspecified)	-2.9
CC/C(O)=C(\C#N)c1nnc2n1CCCCC2	-0.2
COc1ccc(N=C2S/C(=C\c3ccco3)C(=O)N2CC(C)C)cc1	0.21
COCCn1nnnc1CN1CCN(c2cccc(C(F)(F)F)c2)CC1	0.26
Cn1ncc2c1ncn1nc(COc3ccc4ccccc4c3)nc21	-0.048
O=C(Nc1ccccc1)c1ccc(NCC2CCCO2)c(S(=O)(=O)N2CCOCC2)c1 (stereo unspecified)	0.71
CCOc1ccc(C(=O)N2CCN(c3ccccc3)CC2)cc1OCC	0.081
Cc1ccc(C(=O)N2CCN(c3cc(=O)[nH]nc3-c3ccccc3)CC2)cc1	0.018
COc1ccc(/C(O)=C2\C(=O)C(=O)N(CCN(C)C)C2c2cccc(OC)c2OC)cc1Cl (stereo unspecified)	1.3
O=C(CCCC(=O)OCC(=O)NC1CCCC1)Nc1ccccn1	-0.012
COc1cc(C(=O)NCc2ccc3c(c2)OCO3)ccc1OCc1c(C)noc1C	0.16
Cc1ccccc1CN(c1ccc(C(=O)NCCC2=CCCCC2)cc1)S(C)(=O)=O	-0.17
Cc1ccc(-c2ccc(=O)n(CC(=O)NCCN(C)C)n2)cc1	0.093
O=C(COC(=O)c1ccccn1)Nc1ccc(S(=O)(=O)N2CCOCC2)cc1	2.2
CCN1C2=NCCCN2c2ccccc21	0.38
C=CC(COCc1ccccc1)N(Cc1ccc(OC)cc1)S(=O)(=O)c1ccccc1Br (stereo unspecified)	-0.52
CCn1c2ccccc2c2nnc(SCC(=O)Nc3ccc4c(c3)OCO4)nc21	0.044
COc1ccc(C2SCC(=O)N2CC23CC4CC(CC(C4)C2)C3)cc1 (stereo unspecified)	-1.2
Cc1ccc(-c2nnn(Cc3nc4ccccc4s3)n2)cc1	-0.9
O=C(CSc1ncn[nH]1)c1ccco1	-0.078
COC(=O)Cn1c(C)nc2c(sc3nc(C)cc(C)c32)c1=O	1.8
Cc1onc(-c2ccccc2Cl)c1C(=O)NCc1ccc(N2CCCC2=O)cc1	-2.9
COc1ccc2cc3c(N)nn(C(=O)Cc4ccccc4OC)c3nc2c1	-0.24
Cc1cc(=O)c2ccc(Cl)cc2[nH]1	0.93
CCN(CCCNC(=O)CC1Oc2ccc(C)cc2NC1=O)Cc1ccccc1 (stereo unspecified)	1.2
CC(C)(C)OC(=O)NCC(=O)N1CCC(C(=O)O)CC1	-0.052
COc1cc(C(=O)NCC(c2cccnc2)N2CCN(c3ccccc3)CC2)cc(OC)c1OC (stereo unspecified)	0.65
O=c1[nH]c(/C(=N\O)c2ccccc2)no1	0.036

molecule	Cav32 inh
COc1ccc(-c2nn(C)c(=O)c3ccccc23)cc1NC(=O)Cn1nc(-c2ccccc2)c2ccccc2c1=O	0.25
COc1ccc(S(=O)(=O)Nc2ccc3c(c2)OCO3)cc1	0.79
COc1cccc(C(=O)N(CN2CCCC2=O)c2cc(C)on2)c1	0.015
CCc1cccc(OCCCCN(CC)CC)c1	0.5
CN(C)S(=O)(=O)Oc1cccc(C(=O)Nc2ccccc2Cl)c1	-1.3
CCOCc1cc(C2NC(=O)NC(C)=C2C(=O)OCC)ccc1OC (stereo unspecified)	1.2
CCOc1ccc(N2CC(C(=O)NCCc3ccc(OC)c(OC)c3)CC2=O)cc1 (stereo unspecified)	0.12
O=C(CCc1ccccc1)Nc1nc2n(n1)C(c1ccc(Cl)cc1)CC(=O)N2 (stereo unspecified)	-1.2
CCOC(=O)c1cnc2sc3c(n2c1=O)CCCC3	0.85
C=CCn1c(-c2csc3ccccc23)n[nH]c1=S	-2.8
CC1(C)Cc2ccccc2C(N/N=C/c2cccc(F)c2)=N1	-0.41
O=C(CCc1ccccc1)Nc1nncs1	-0.0083
COc1ccc(C(=O)CSc2nnc(C(CO)NC(=O)c3ccc(OC)cc3)n2C)cc1 (stereo unspecified)	-0.56
CCCn1c(NCc2ccco2)nc2ccccc21	0.076
O=C1c2ccccc2-c2nc3ccccc3nc21	0.93
Cc1cccc(NC(=S)NCc2ccc3[nH]c4c(c3c2)CCCC4)c1	-3.5
CCc1ccccc1NC(=O)CSc1nc2n[nH]c(C)c2c(=N)n1-c1cccc(OC)c1	-1.9
O=[N+]([O-])c1ccc2c(c1)C(N1CCOCC1)/C(=C/COc1ccc(F)cc1)O2 (stereo unspecified)	-7.3*
O=C(Nc1ccc2c(c1)OCCO2)c1cc2sccc2n1Cc1ccc(F)cc1	-1.9
CCn1c(COc2ccccc2C)nc2ccccc21	-3
CCCN(CC1CC1)C(=O)CSc1nnc(-c2cc(-c3cccs3)nc3ccccc23)o1	-1.2
COC(=O)c1ccccc1NC(=O)C1CCC(=O)N1S(=O)(=O)c1ccc(C)cc1 (stereo unspecified)	-0.33
CCOc1ccc2sc(NS(=O)(=O)c3ccc(OC)c(OC)c3)nc2c1	-0.14
COc1ccc(-c2cc(C(F)F)n3ncc(C(=O)NCCCN4CCCC4=O)c3n2)cc1	1.6
COc1ccc(NC(=O)c2ccc(-n3nc(C)cc3C)cc2)cc1OC	0.15
CCN(c1ccccc1)S(=O)(=O)c1ccc(N)cc1	0.014
Cc1cnc(C(=O)OCC(=O)NCc2ccccc2)cn1	-0.0057
Cc1cc(C)c(C#N)c(OCC(=O)c2ccccc2)n1	-0.054
CCN(CC)C(=O)C1=C(C)NC(=O)NC1c1ccccc1F (stereo unspecified)	0.66
CN(Cc1ccccc1)S(=O)(=O)c1ccc2c(c1)n(C)c(=O)n2C	-0.19

# 3 entries already listed, arranged by the number in Cav32 inh, descending.
molecule	Cav32 inh
COc1ccc(S(=O)(=O)Nc2ccc3c(c2)OCO3)cc1	0.79
CCCn1c(NCc2ccco2)nc2ccccc21	0.076
COc1cccc(C(=O)N(CN2CCCC2=O)c2cc(C)on2)c1	0.015

# The results go on:
molecule	Cav32 inh
CC(C)CCn1c(NCCc2ccccc2)nc2c1c(=O)n(C)c(=O)n2C	-1.5
COc1ccccc1OCc1ccc(C(=O)N2CCN3CCCC3C2)cc1 (stereo unspecified)	0.34
COc1ccc(/C=N/N=C/c2ccc(OC)c(OC)c2)cc1OC	0.12
COc1ccc(Cl)cc1S(=O)(=O)NCc1cccnc1	0.85
CC(C)Cn1c(SCC(=O)c2c(N)n(C)c(=O)n(C)c2=O)nc2ccccc21	-0.48
N#CC1=C(N)SC(N)=C(C#N)C1c1ccc(C(F)(F)F)cc1	-1.5
O=C(NCCNC(=O)C(c1ccccc1)c1ccccc1)c1ccco1	0.4
Cc1cccc(OCCCC(=O)Nc2ccc(Br)cc2)c1	0.3
CN(CCCCCCCCC(=O)/C=N/O)Cc1ccccc1	0.83
CCO[C@H]1OC(C(=O)N2CCN(C)CC2)=C[C@@H](C(C)(C)C)[C@@H]1CCCO	0.5
Cn1c(=O)c2c(nc(Cl)n2Cc2ccncc2)n(C)c1=O	0.77
C=C(C)Cn1c(COc2ccccc2)nnc1SCC(=O)O	0.24
CCSc1ccccc1C(=O)NCCCn1ccnc1	0.45
Cc1ccccc1Nc1ncccc1C(=O)N1CCOCC1	0.0065
O=S(=O)(NC1c2cccc3cccc(c23)C1N1CCN(CCO)CC1)c1ccccc1 (stereo unspecified)	0.4
CCOC(=O)C(C)Sc1nc(-c2cccs2)ccc1C#N (stereo unspecified)	-1.4
CCNC(=O)COC(=O)c1cc(=O)[nH]c2ccccc12	0.56
O=C(CCN1C(=O)c2ccccc2C1=O)Nc1cccc(F)c1	-0.35
CCOC(=O)CSC1=C(C#N)C(c2ccccc2OCC)C(C(=O)OCC)C(=O)N1 (stereo unspecified)	-0.85
O=C(c1ccc2c(c1)OCO2)N1CCN=C1SCc1ccccc1	-5.4*
COc1ccc(-c2nc(C)ncc2-c2csc(C)n2)c(O)c1	0.053
C=CCOc1ccc(CNc2nccs2)cc1OCC	-1.4
CC1(C)CC(OC(=O)c2ccccc2)CC(C)(C)N1	0.44
COc1ccc(CNC(=O)c2cnc(C)cn2)c(OC)c1	0.002
CCOc1ccc(NC(=O)N(CCN(C)C)C(C)c2ccncc2)cc1 (stereo unspecified)	-0.07
COc1ccc(-c2nnnn2C)cc1S(=O)(=O)NCCc1ccccc1	-0.12
CCCOc1nc(N)c(C#N)c(-c2ccccc2F)c1C#N	-0.27
Cc1[nH]c2ccccc2c1CCO	0.25
CCCCCN(C(=O)NC(=O)Nc1nncs1)S(C)(=O)=O	-2.2
O=C(Nc1ccccc1C(=O)NCc1ccccc1)c1ccccc1	-1.3

SMILES | Cav32 inh
COc1ccc(-c2csc(NCc3ccco3)n2)cc1 | -0.77
CCCCC(=O)N(CCOC)c1nnc(-c2ccc(OC)cc2)s1 | -1.6
CCCC(C)C(=O)Nc1nnc(C)s1 (stereo unspecified) | 0.064
Cc1ccnc(NS(=O)(=O)c2ccc(NC(=O)C3CCCO3)cc2)n1 (stereo unspecified) | 1.1
CCc1nc(NCC2CCCO2)c(C#N)c2c1COC(C)(C)C2 (stereo unspecified) | -0.13
CCCn1c2c(c(O)c(C(=O)Nc3nc(C)cs3)c1=O)CCCC2 | -0.35
C1CCc2c(nnc3c2-c2nonc2CC3)C1 | 2.2
O=C(NCc1cccnc1)C1CC(=O)N(CCc2ccccc2)C1 (stereo unspecified) | -0.66
CCCCCc1cc(O)c2c(C)cc(=O)oc2c1 | -0.11
COc1ccc(-c2c(C#N)c(N)nc3c2CCc2ccccc2-3)cc1OC | -3.3
COc1ccc(S(=O)(=O)N2CCCN(S(=O)(=O)c3ccc(OC)c(C)c3)CC2)cc1C | -3.2
Cc1ccc2cc(C#N)c(NCCCNC(=O)C3CCCO3)nc2c1 (stereo unspecified) | -0.85
O=Cc1cccn1Cc1ccc(Cl)cc1Cl | -0.89
CCCCOC(=O)c1ccc(NC(=O)c2cc(Cl)ccc2OC)cc1 | -0.72
Oc1ccc(Br)cc1CN1CCCCCCC1 | 0.67

# 2 compounds picked at random from those above, as already listed:
SMILES | Cav32 inh
COc1ccc(-c2c(C#N)c(N)nc3c2CCc2ccccc2-3)cc1OC | -3.3
CCCCC(=O)N(CCOC)c1nnc(-c2ccc(OC)cc2)s1 | -1.6

# (further entries)
SMILES | Cav32 inh
COc1ccc(C(=O)Nc2ccc(F)cc2F)cc1 | -0.039
O=C(COc1ccc(Cl)cc1Cl)NNC(=S)Nc1ccc(F)cc1 | -0.41
COc1cc(NC(=O)C2CCCN(S(=O)(=O)c3cccc4nsnc34)C2)cc(OC)c1 (stereo unspecified) | -0.23
OC(c1ccc(Cl)cc1)c1nnc(-c2ccccc2)o1 (stereo unspecified) | -2.9
COc1ccc(C(=O)NC(=S)NNC(=O)CCc2ccccc2)cc1 | -4.4*
Cc1ccc(CC(=O)N2CCN(c3cccc(C(F)(F)F)c3)CC2)cc1 | -5.4*
Cc1cc(NC(=O)COC(=O)C2CCN(S(=O)(=O)c3cccc(Cl)c3Cl)CC2)no1 | -0.59
CCOc1ccc(NCC(=O)Nc2ccc(C)cc2C)cc1 | -1.7
COc1ccc2oc(C(F)(F)C(F)F)cc(=O)c2c1 | 0.28
NC(=O)c1ccc(N2CCCCC2)c(N2C(=O)CCC2=O)c1 | 0.51
CCOC(=O)c1cnc2ccccc2c1NCCc1ccc(OC)c(OC)c1 | -2.5
COc1cc(-c2nc3cnccn3c2Nc2ccccc2)ccc1O | -0.29
O=C(NCC1CCCO1)C(c1cccnc1)N(C(=O)Cc1cccs1)c1cccnc1 (stereo unspecified) | 0.41
CC1=C(C)/C(=N\OC(=O)/C=C/c2ccccc2)C=CC1=O | -0.31
Cc1sc(NC(=O)CSc2nnc(COc3ccccc3)n2C)c(C#N)c1C | -0.73

# Taken from above.
# O=C(COc1ccc(Cl)cc1Cl)NNC(=S)Nc1ccc(F)cc1 @ Cav32 inh: -0.41
# CCCN(CC1CC1)C(=O)CSc1nnc(-c2cc(-c3cccs3)nc3ccccc23)o1 @ Cav32 inh: -1.2
# O=C(NCC1CCCO1)C(c1cccnc1)N(C(=O)Cc1cccs1)c1cccnc1 (stereo unspecified) @ Cav32 inh: 0.41
# OC(c1ccc(Cl)cc1)c1nnc(-c2ccccc2)o1 (stereo unspecified) @ Cav32 inh: -2.9

# Later entries.
SMILES | Cav32 inh
COc1ccc(N(CC(=O)NC2CCCC2)S(=O)(=O)c2c(C)[nH]c(=O)[nH]c2=O)cc1 | 0.41
COCCSc1ccccc1C(=O)NCc1ccc2c(c1)OCO2 | 0.94
C=C(C)Cn1c(CCNC(=O)CC)nc2ccccc21 | 0.4
COc1ccc(-c2noc(CCCC(=O)NCCc3ccccc3)n2)cc1OC | -0.22
O=c1cc(-c2cccc(Cl)c2)oc2cccc(O)c12 | 1.1
Cc1ccc(C)c(C(C)NC(=O)C2C3CCC(O3)C2C(=O)O)c1 (stereo unspecified) | 0.36
CCc1ccc2[nH]cc(C(=O)OCCOC)c(=O)c2c1 | -0.76
CCOC(=O)c1oc2ccccc2c1NC(=O)c1cccc(OC)c1OC | -2.1
O=S(=O)(c1ccc(OCC(O)CN2CCc3ccccc3C2)cc1)N1CCOCC1 (stereo unspecified) | 0.44
Cc1ccc(-c2cnc(N)n2C)cc1C | -0.23
Cc1ccc(NS(=O)(=O)c2c(C)[nH]c(=O)[nH]c2=O)cc1C | 0.3
O=C(O)CN1C(=O)CSc2ccccc21 | 0.42
C[C@@H](CN1C2=NC[C@H](Cc3ccc(O)cc3)N2C[C@H]1Cc1ccc(O)cc1)NC(=O)CCC1CCCCC1 | 0.15
COC(=O)C(Cc1cnc[nH]1)NC(=O)C1CCC(=O)N1 (stereo unspecified) | -0.26
COc1ccccc1OCC(=O)N(Cc1nc(-c2ccc(Cl)cc2)no1)C(C)C | -5*
N#Cc1ccc(-c2ccc(F)cc2)nc1Oc1ccc(Cl)c(Cl)c1 | -0.4

# Another view of 2 compounds above.
SMILES: Cc1cc(=O)c2ccc(Cl)cc2[nH]1
  Cav32 inh = 0.93
SMILES: CCN(CCCNC(=O)CC1Oc2ccc(C)cc2NC1=O)Cc1ccccc1 (stereo unspecified)
  Cav32 inh = 1.2
